LYP phosphatase: inhibitors of LYP phosphatase, biochemical, fluorescence intensity, uHTS (AID 1779); recombinant LYP phosphatase, fluorescence intensity; higher % means a stronger effect; inhibition, % at 11.5 µM, or IC50 in µM where a hit was titrated; 0.054% of 290,000 active; in the data active = inhibition above about 50%;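 note: plate controls were vehicle with enzyme for no effect and no enzyme for full effect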
RSV antiviral HEp-2: inhibition of RSV-induced cytopathic effect – HEp-2 cells, primary 10 µM value included (AID 2391); HEp-2 cells, RSV-induced CPE inhibition; higher % means a stronger effect; CPE inhibition, % at 10 µM; hits with a dose series show IC50 in µM; 0.13% of 310,000 active; in the data active = a potency from the dose series; inconclusive = CPE inhibition mostly from about 23% at the one dose, without a potency; inactive = the rest, 99 in 100 with CPE inhibition below about 21%; note: strong numbers were not always called active
MgcRacGAP inhibition: MgcRacGAP GTPase-activating activity inhibitors, confirmation, biochemical, ADP Hunter fluorescence; MgcRacGAP-stimulated Rac1 GTP hydrolysis, ADP Hunter fluorescence; higher % means a stronger effect; GST-tagged Rac1 F28L mutant substrate; one-dose inhibition, % at 30 µM; IC50 in µM for titrated hits; 0.6% of 340,000 active; AID 624330;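 active = first-screen hits whose inhibition reached a set limit at any dose in the follow-up dose series; inconclusive = inhibition above the set first-screen limit but never retested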;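 note: fluorescence reports GDP produced by GAP-driven GTP hydrolysis; strong numbers were not always called active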
West Nile virus CPE: inhibition of WNV-induced cytopathic effect – cell-based, CPE readout (AID 1621); West Nile virus-infected cells, CPE inhibition; higher % means a stronger effect; CPE inhibition, % at 10 µM; hits with a dose series show IC50 in µM; 0.02% of 290,000 active; in the data active = a potency from the dose series; inconclusive = CPE inhibition mostly from about 3.7% at the one dose, without a potency; inactive = the rest, 99 in 100 with CPE inhibition below about 2.2%; note: strong numbers were not always called active
PhoP inhibition: inhibitors of PhoP regulon expression, primary screen, Salmonella Typhimurium, GFP reporter (AID 1863); S. Typhimurium PhoP-regulated promoter GFP reporter, 4 h; higher % means a stronger effect; inhibition, % at 50 µM, or IC50 in µM where a hit was titrated; 0.16% of 300,000 active;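 active = inhibition over 29.93%, a cutoff 3 SD above the screen mean, later confirmed by dose response; inconclusive = inhibition over 29.93% but no dose response follow-up; inactive = inhibition at most 29.93% or unconfirmed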;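 note: 0% = low Mg2+ inducing control and 100% = high Mg2+ repressing control; strong numbers were not always called active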
GPR35 arrestin U2OS: inhibition of zaprinast-stimulated GPR35 beta-arrestin translocation – imaging, U2OS, beta-arrestin-GFP, zaprinast agonist, primary screen (AID 2058) | U2OS GPR35 beta-arrestin-GFP translocation imaging, zaprinast antagonism; higher % means a stronger effect | inhibition, % at 10 µM, or IC50 in µM where a hit was titrated | 0.052% of 290,000 active;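 active = inhibition of at least 50% with at least 30 cells and total cytoplasm GFP at most 10,000,000; inconclusive = under 30 cells or total GFP of 10,000,000 plus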
SV40 large T antigen: TAg ATPase/helicase activity blockers – biochemical (AID 1903). SV40 large T antigen ATPase/helicase inhibition assay; higher % means a stronger effect. one-dose inhibition, % at 20 µM; IC50 in µM for titrated hits. 0.39% of 310,000 active; in the data active = a potency from the dose series; inconclusive = inhibition mostly from about 32% at the one dose, without a potency; inactive = the rest, 99 in 100 with inhibition below about 32%; note: strong numbers were not always called active
NS5 inhibitors: Dengue-2 NS5 methyltransferase inhibitors, primary screen, biochemical, confirmation dose response (AID 588689); Dengue-2 NS5 methyltransferase capping enzyme assay, biochemical; higher % means a stronger effect; inhibition, % at 25 µM, or IC50 in µM where a hit was titrated; 0.3% of 340,000 active; in the data active = a potency from the dose series; inconclusive = inhibition above about 29% without an active follow-up result
CSM14.1 death rescue: rescue of cells from ER stress-induced death, primary screen, 384-well, CSM14.1, thapsigargin, ATP luminescence (AID 1222) | CSM14.1 thapsigargin-induced death rescue, ATP luminescence; higher % means a stronger effect | cellular ATP content (survival), % at 20 µM, or EC50 in µM where a hit was titrated | 190,000 tested, under 10 active;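 active = EC50 below 50 µM in the dose-response confirmation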;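 note: death triggered by thapsigargin at about 15 µM added after 2 h compound pretreatment; cell ATP read after overnight thapsigargin exposure of roughly 18 to 22 hours; normalized against plate controls of thapsigargin alone and 5% DMSO vehicle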
NS5 inhibitors pilot replicate: further read-out of NS5 inhibitors, marked with its call; inhibition, %; measured here: pilot screen replicate inhibition
* hit, by the source's call; ? = inconclusive; nt = no result given.

SMILES	LYP phosphatase	RSV antiviral HEp-2	MgcRacGAP inhibition	West Nile virus CPE	PhoP inhibition	GPR35 arrestin U2OS	SV40 large T antigen	NS5 inhibitors	CSM14.1 death rescue	others
C=CCN1C(=O)c2ccc(C(=O)N3CCN(S(=O)(=O)c4cc(C)ccc4C)CC3)cc2C1=O	nt	-1.4%	4%	nt	7%	nt	8%	-3%	nt
Cc1cccc(NC(=S)NC23CN4CN(CN(C4)C2)C3)c1C	-5%	2.0%	1%	0.4%	14%	-8%	-9%	-13%	-1.3%
COCCn1nnnc1CN1CCN(C(=O)c2ccco2)CC1	-7%	-0.2%	10%	-0.3%	11%	-2%	4%	-10%	nt
COc1ccc([N+](=O)[O-])cc1Nc1ncnc2ccccc12	-1%	1.4%	1%	1.4%	-4%	-1%	8%	-1%	0.0%
N#Cc1ccc(C23CC4(C2)[C@H](CN(Cc2ccc(-c5ccccc5)cc2)[C@@H]4c2ccccc2)C3c2ccc(C(F)(F)F)cc2)cc1 (stereo partly drawn)	-3%	-0.6%	nt	-0.9%	4%	2%	17%	nt	nt
CC(O)c1nc2ccccc2n1C/C=C/c1ccccc1 (stereo not drawn)	2%	1.5%	10%	0.1%	4%	4%	3%	-5%	nt
COc1ccc(CCn2c(S)nc3ccccc3c2=O)cc1	-3%	0.2%	6%	1.3%	-4%	2%	1%	-3%	nt
C=CCNC(=O)NC(=O)COC(=O)c1ccccc1Sc1ccc(C(F)(F)F)cc1[N+](=O)[O-]	-5%	1.1%	8%	-1.2%	22%	4%	-48%	-3%	-0.7%
COc1ccc(OCC(=O)Nc2ccc(C)cc2)cc1	-14%	3.3%	1%	0.0%	4%	2%	5%	-3%	-2.7%
Cc1cccc(C)c1NC(=O)CSc1nnc(NC(=O)CN2CCOCC2)s1	1%	2.0%	6%	0.3%	29%	8%	-4%	-6%	1.2%
COC(=O)c1c(N)n(-c2ccc(NC(C)=O)cc2)c2nc3ccccc3nc12	-10%	1.6%	3%	0.6%	2%	11%	22%	-18%	0.5%
CCOc1ccccc1C(=O)n1nc2nc(C)cc(C)c2c1N	-4%	4.8%	9%	2.0%	7%	3%	-1%	2%	-1.2%
COc1ccc(CN(C(=O)CSc2nnc(-c3ccccc3C)o2)c2ccc(F)cc2)cc1	2%	45%	5%	-0.7%	1%	-9%	3%	-2%	2.9%
CC(=O)c1ccc(S(=O)(=O)Nc2cccc(-n3cnnn3)c2)cc1	-10%	-0.2%	7%	0.9%	3%	-12%	20%	1%	nt
CCN(CC)S(=O)(=O)c1ccc2c(c1)c(=O)c(C(=O)N1CCN(c3ccccn3)CC1)cn2C	-1%	-0.2%	6%	-0.2%	9%	3%	-21%	-4%	nt
Cc1ccc(OCCNC(=O)CCc2nc3sc4c(c3c(=O)[nH]2)CCCC4)cc1	-4%	2.2%	9%	-0.6%	-6%	-5%	7%	-11%	nt
COC(=O)c1sc(NC(=S)NC(=O)c2ccccc2C)nc1C	-2%	?	0%	0.9%	nt	8%	nt	-2%	0.2%
Cc1cccc(-n2cnc(C(=O)N/N=C\c3ccc(Br)cc3)c2)n1	-4%	2.4%	12%	0.5%	-7%	12%	5%	2%	-0.1%
Cc1c(N(C)S(=O)(=O)c2cccc(C(=O)NC(C)C)c2)c(=O)n(-c2ccccc2)n1C	-8%	0.9%	13%	-0.1%	2%	16%	6%	-1%	nt
Cc1cc2c(=O)n(CC(=O)NCC(=O)N3CCN(Cc4ccccc4)CC3)cnc2s1	-3%	-0.5%	8%	-0.2%	-3%	-7%	4%	-4%	0.0%
CC(C)(C)CN1C(=O)C(=O)NC[C@@H]1Cc1ccc(O)cc1	-10%	1.6%	9%	1.7%	-2%	1%	22%	-1%	nt
O=C1NN(c2ccc(F)cc2)C(=O)/C1=C\C=C\c1ccco1	11%	0.0%	9%	-0.1%	4%	4%	20%	4%	-3.0%
COCCN=c1scc(-c2ccco2)n1/N=C/c1ccc(O)c(O)c1O	14%	0.2%	-22%	-0.2%	9%	-12%	8%	>100µM*	-0.7%
COc1ccc(OCC(O)Cn2c(Nc3ccccc3)nc3c2c(=O)n(C)c(=O)n3C)cc1 (stereo not drawn)	-1%	-1.9%	12%	0.2%	-5%	17%	4%	-2%	-0.1%
O=C(NCc1ccncc1)C(=O)C1C(=O)Nc2ccccc21 (stereo not drawn)	6%	-1.1%	7%	-0.5%	5%	-15%	13%	-14%	-1.0%
Cc1ccc(NC(=S)NC(=O)c2ccc(-c3ccc(Cl)cc3)o2)c(O)c1	7%	1.4%	2%	-0.4%	-17%	-1%	9%	-2%	-0.2%
CCc1nnc(NC(=O)c2ccc(C)o2)s1	-6%	1.1%	2%	-1.3%	-8%	-2%	11%	-8%	nt
O=C(Nc1nc2ccccc2n1CCN1CCCCC1)c1ccc(Cl)cc1	-3%	2.4%	nt	nt	8%	-1%	20%	nt	5.0%
CCn1c(Cn2nnc(-c3ccccc3)n2)nnc1SCC(=O)Nc1ccc(N(C)C)cc1	-6%	0.2%	13%	-0.6%	-4%	-2%	9%	-10%	-0.8%
CCOc1ccc(/C=C2/Sc3ccc(C(=O)N4CCN(C(=O)c5ccco5)CC4)cc3N(C)C2=O)cc1OC	9%	?	nt	0.1%	5%	-17%	5%	nt	-0.3%
Cc1ccc(Nc2nc(N)c([N+](=O)[O-])c(NCc3ccccc3)n2)cc1	-2%	7.4%	nt	0.5%	-3%	-6%	4%	nt	nt
COc1cc(NC(=O)CSc2ccc(-c3ccco3)nn2)cc(OC)c1	-6%	0.2%	3%	-0.5%	-2%	-16%	13%	-8%	nt
Cc1ccc(S(=O)(=O)Nc2ccccc2CNc2c(C)n(C)n(-c3ccccc3)c2=O)cc1	4%	6.2%	16%	-0.7%	-9%	13%	18%	-1%	-2.1%
COc1ccc(C(C(=O)NC2CCCCC2)N(C(=O)c2ccco2)c2ccccc2C(C)=O)cc1OC (stereo not drawn)	0%	3.7%	6%	-0.1%	-7%	-3%	13%	-3%	nt
Cc1cccc(NC(=O)CSc2nc(COc3ccccc3)nc3ccccc23)c1C	10%	3.3%	11%	0.2%	-3%	8%	6%	-5%	5.2%
ClC(Cl)(Cl)c1nc2ccccc2n2nncc12	-12%	?	15%	?	3%	-13%	31%	-1%	nt

Of the compounds above, these contain two or more sulfur atoms.
SMILES	LYP phosphatase	RSV antiviral HEp-2	MgcRacGAP inhibition	West Nile virus CPE	PhoP inhibition	GPR35 arrestin U2OS	SV40 large T antigen	NS5 inhibitors	CSM14.1 death rescue	others
Cc1cccc(C)c1NC(=O)CSc1nnc(NC(=O)CN2CCOCC2)s1	1%	2.0%	6%	0.3%	29%	8%	-4%	-6%	1.2%
COC(=O)c1sc(NC(=S)NC(=O)c2ccccc2C)nc1C	-2%	?	0%	0.9%	nt	8%	nt	-2%	0.2%

Remaining list, next part.
SMILES	LYP phosphatase	RSV antiviral HEp-2	MgcRacGAP inhibition	West Nile virus CPE	PhoP inhibition	GPR35 arrestin U2OS	SV40 large T antigen	NS5 inhibitors	CSM14.1 death rescue	others
Cc1ccc(C2=NN(CCC(=O)NCCC(C)C)C(=O)CC2)cc1	-5%	4.0%	nt	-0.7%	-2%	-5%	7%	nt	-2.2%
CCOC(=O)c1[nH]c(=O)[nH]c1COC(=O)c1cc2ccccc2o1	-5%	1.8%	-2%	0.5%	-24%	-4%	3%	-8%	0.5%
CCOc1ccc(Br)cc1C(=S)N1CCCC1	-5%	0.7%	9%	-0.1%	10%	3%	24%	6%	nt
CCN1CCN(C2CCCCC2NS(=O)(=O)c2ccccc2)CC1 (stereo not drawn)	-10%	0.3%	6%	0.1%	-1%	3%	4%	-4%	nt
CCN(CC)CCCNC(=O)Cn1ncc2c(=O)oc3ccc(C)cc3c21	-1%	2.1%	12%	-0.1%	0%	2%	6%	1%	-0.1%
O=C(/C=C/c1cc([N+](=O)[O-])ccc1OC(F)F)Nc1cccc([N+](=O)[O-])c1	-3%	2.0%	8%	-0.2%	5%	-6%	nt	0%	nt
CC(C)(C)OC(=O)N[C@@H](Cc1ccccc1)C(=O)N[C@@H](CO)[C@H](O)[C@@H]1C[C@@H]1C(=O)NC1CC1	-10%	-1.0%	0%	0.1%	6%	10%	5%	-6%	nt
CCc1ccc(-c2nc(CS(=O)CC(=O)NCCCN3CCOCC3)c(C)o2)cc1 (stereo not drawn)	-5%	0.1%	-1%	0.0%	2%	-3%	6%	-8%	nt
CC(=O)c1ccccc1Oc1ncnc(N)c1[N+](=O)[O-]	-1%	0.4%	6%	0.0%	-5%	2%	8%	-8%	nt
CCCNc1nc2ccccc2n2c(C)nnc12	-4%	2.5%	nt	1.5%	19%	18%	-3%	-5%	nt
Cc1ccc(C)n1-c1ccc(-c2ccn[nH]2)cc1	50%*	3.1%	-5%	-0.8%	8%	-4%	13%	-4%	nt
CC1(C)Cc2c(c(N3CCOCC3)nc3sc(C(=O)Nc4ccc(Cl)cc4)c(N)c23)CO1	3%	6.5%	11%	1.0%	0%	-4%	26%	4%	nt
O=C(CSc1nnnn1-c1ccc(Cl)c(C(=O)O)c1)NC(c1ccccc1)c1ccccc1	-1%	2.2%	5%	0.5%	-5%	10%	16%	-6%	nt
CC(=O)Nc1cccc(NC(=O)c2ccco2)c1	2%	0.5%	10%	-0.6%	-7%	-2%	9%	-1%	-1.1%	NS5 inhibitors pilot replicate=1.2
CS(=O)(=O)N(CCc1ccccc1)CC(=O)NCc1ccccc1	7%	-0.1%	3%	-0.5%	-9%	-2%	3%	-3%	-1.9%
Cc1csc(NC(=O)CN2C(=O)c3ccccc3C2=O)c1C(N)=O	-2%	4.4%	nt	0.1%	-10%	5%	7%	nt	nt
O=C1CCC(C(=O)Nc2cccc(C(F)(F)F)c2)N1 (stereo not drawn)	-7%	2.4%	2%	0.0%	nt	0%	nt	-3%	-1.2%
Cc1c(OC(C)C(=O)O)ccc2c(-c3ccccc3)cc(=O)oc12 (stereo not drawn)	-5%	0.2%	12%	0.0%	3%	-3%	9%	-7%	nt
CCOC(=O)c1oc2c(CN3CCN(C)CC3)c(O)ccc2c(=O)c1-c1ccccc1OC	-5%	0.4%	4%	0.1%	8%	1%	7%	-3%	nt
Cc1[nH]c2ccc(-c3n[nH]c(=S)n3C)cc2c1C	1%	-3.0%	9%	0.2%	-5%	-12%	13%	-1%	-0.9%
CCCOc1ccc(C(=O)NNC(=O)CCNC(=O)c2ccccc2Cl)cc1OC	nt	-0.9%	0%	nt	8%	nt	6%	-6%	nt
C=CCn1c(N)c(C(=O)NCC2CCCO2)sc1=S (stereo not drawn)	-2%	0.7%	6%	-0.3%	-8%	16%	4%	2%	-2.9%
Cc1cc(C2(O)C(=O)Nc3ccccc32)ccc1F (stereo not drawn)	-7%	0.8%	-7%	-1.1%	14%	-6%	5%	1%	nt
